# High-throughput results as filed in PubChem BioAssay.
# SUMO Mot1 rescue: blocks SUMOylation pathway, rescuing yeast Mot1-301 growth; S. cerevisiae Mot1-301 growth rescue, ATP luminescence, 38.5C; percent above DMSO median, 100 means doubled; growth rescue, % at 18.8 µM; 320,000 compounds, 1% hits; AID 2716;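 active = every valid replicate shows activation above 250% relative to neutral control wells; inactive = the rest, any valid replicate at or below 250%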;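 also: OY570 slx delta 5 strain wells were the positive control but not used for scaling; some compounds called inactive have numbers as strong as hits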
# Tat transport: blocks Tat-dependent protein export in E. coli | 340,000 compounds, 0.036% hits | E. coli MC4100 TorA-mCherry Tat export, fluorescence | inhibition, % at 10 µM | AID 488895;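 active = mean replicate inhibition at least 50% and at least half of replicates individually reaching 50%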;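 also: exported cargo escapes ClpAP degradation while cytoplasmic cargo is degraded and loses fluorescence; 0% = median of neutral control wells and 100% = median of NaSCN control wells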
# OPRM1-OPRD1 inv: mu-delta opioid heterodimer inverse agonism; inhibition, % at 9.3 µM; 340,000 compounds, 0.21% hits; P35372+P41143; cell-based MOR-DOR heterodimer luminescence; in the data active = inhibition above about 22%, passing the limit was not always enough;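 also: 0% = cells with DMSO and 100% = wells without cells with DMSO; values of inactives mirror those of a sister screen read the other way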
# AddAB inh: less growth of phage-infected E. coli with AddAB; inhibition, % at 11.9 µM; E. coli expressing H. pylori AddAB, absorbance growth; 330,000 compounds, 0.29% hits; in the data active = inhibition above about 12%;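 also: 0% = vehicle wells of infected cells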
# PKA-R1A activ: PKA-R1A complex activation; P00514+P68181; 340,000 compounds, 0.083% hits; activation, % at 11.4 µM; AID 504707; PKA-R1A dissociation, Cy5-IP20 fluorescence polarization; scaled: DMSO 0%, 113 µM cGMP 100%;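 active = percent activation above the mean of all tested compounds plus 3 SD, cut at about 19% in these data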;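 also: higher means more PKAc released from R1A so a rise in polarization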
# HTR5A inv ctr: inverse agonist of human HTR5A in OPRM1-OPRD1 counter-screen; P47898; 340,000 compounds, 0.083% hits; inhibition, % at 9.3 µM; HTR5A cell line, luminescence, inverse agonism; in the data active = inhibition mostly above about 23%, no sharp cut-off; inactive = mostly below about 18%;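 also: 0% = cells with DMSO and 100% = no-cell wells with DMSO; some compounds called inactive have numbers as strong as hits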
# Target sequence (P47898 whole entry, looked up): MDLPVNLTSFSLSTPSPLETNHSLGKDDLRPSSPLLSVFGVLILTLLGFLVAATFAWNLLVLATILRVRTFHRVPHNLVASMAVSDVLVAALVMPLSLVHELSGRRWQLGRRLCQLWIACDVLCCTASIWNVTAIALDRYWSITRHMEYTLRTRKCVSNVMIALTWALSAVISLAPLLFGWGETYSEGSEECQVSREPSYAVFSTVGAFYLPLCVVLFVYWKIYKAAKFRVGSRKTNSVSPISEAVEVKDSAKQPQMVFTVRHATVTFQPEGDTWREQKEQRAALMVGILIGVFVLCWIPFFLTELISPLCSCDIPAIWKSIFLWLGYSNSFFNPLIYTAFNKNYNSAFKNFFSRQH
# OPRM1-OPRD1 ag: OPRM1-OPRD1 heterodimerization agonism; P35372+P41143; cells, luminescence; activation, % at 9.3 µM; 340,000 compounds, 0.3% hits; in the data active = activation above about 18%;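 also: 0% = vehicle-treated cells and 100% = reference agonist; values of inactives mirror those of a sister screen read the other way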
# PKA-R2B act: activates the human PKA-R2B holoenzyme complex; PKA-R2B holoenzyme dissociation, Cy5-IP20 fluorescence polarization; R2B truncated from residue 108, S112A mutant; 0% DMSO only, 100% 113 µM cGMP; activation, % at 11.4 µM; 340,000 compounds, 0.079% hits;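 active = activation above a cutoff set at the mean over all compounds plus 3 SD, cut at about 18% in these data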;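 also: higher means more holoenzyme dissociation and a rise in polarization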
# Target sequence (P31323 whole entry, looked up, other chains not shown, the tested form may be a part): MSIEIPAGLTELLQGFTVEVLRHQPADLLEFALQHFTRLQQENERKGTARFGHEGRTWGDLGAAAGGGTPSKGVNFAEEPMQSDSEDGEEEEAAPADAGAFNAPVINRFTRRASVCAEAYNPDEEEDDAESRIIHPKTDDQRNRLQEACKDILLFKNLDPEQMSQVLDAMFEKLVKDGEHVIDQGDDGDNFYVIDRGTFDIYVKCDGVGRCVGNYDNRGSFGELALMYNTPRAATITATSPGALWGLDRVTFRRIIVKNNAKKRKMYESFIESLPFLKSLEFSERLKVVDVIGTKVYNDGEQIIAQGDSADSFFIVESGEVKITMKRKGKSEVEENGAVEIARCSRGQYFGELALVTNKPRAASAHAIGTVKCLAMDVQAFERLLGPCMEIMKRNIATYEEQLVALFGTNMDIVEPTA
# Ecoli viability: counter-screen for AddAB inhibitors: E. coli growth inhibition; inhibition, % at 11.9 µM; E. coli V3065 growth, OD600 absorbance, 18 h; 330,000 compounds, 0.27% hits;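 active = inhibition above the campaign's mean inhibition across all tested compounds plus 3 SD, cut at about 9.9% in these data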;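 also: uninfected addAB+ strain grown without phage in ampicillin broth; 0% = DMSO wells and 100% = ciprofloxacin 0.95 µg/ml wells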
# PfHsp90 set2: reduces growth (ATP signal) of yeast expressing P. falciparum Hsp90 | S. cerevisiae expressing PfHsp90, BacTiter-Glo ATP, 48 h; yeast lacking PDR1 and PDR3 efflux regulators | inhibition, % at 9.4 µM | 310,000 compounds, 0.32% hits | AID 504621;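 active = every replicate shows inhibition above about 80%, whatever the replicate mean, limit read from the data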;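 also: 0% = DMSO neutral controls and 100% = 20 µM radicicol positive controls; yeast relying on Plasmodium falciparum Hsp90 in place of its own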
# phage Ecoli inh: E. coli growth loss with phage present. growth absorbance. inhibition, % at 11.9 µM. 360,000 compounds, 0.26% hits. AID 651602; in the data active = inhibition above about 11%
# Starred values were filed as active, the others as inactive; . = not tested or not shown; + = active, no number; & = joins results of further samples.
mol	SUMO Mot1 rescue	Tat transport	OPRM1-OPRD1 inv	AddAB inh	PKA-R1A activ	HTR5A inv ctr	OPRM1-OPRD1 ag	PKA-R2B act	Ecoli viability	PfHsp90 set2	phage Ecoli inh
Cc1cc(S(=O)(=O)NC(C)c2nnc3ccccn23)ccc1Br (centres undefined)	4	1	7	0.2	-2	-6	-1.7	2	-0.1	-13	0.3
CC(=O)C1=C(C)Nc2ncnn2C1c1ccc(F)cc1 (centres undefined)	20	10	13	0.8	-6	-2	-2.8	0	-1.2	11	-1.3
CC(C)(C)NC(=O)CSc1nnc(NC(=O)c2ccccc2Cl)s1	2	10	6	1.0	8	9	-1.2	1	-0.5	18	3.5
CC1CCC(NC(=O)CSc2nnnn2C)CC1 (centres undefined)	-18	8	17	-0.8	11	24	-4.1	-6	-2.6	-15	1.8
Cc1cc(C(=O)CSc2nnnn2C)c(C)n1CCc1ccc(F)cc1	8	-10	4	2.6	5	-8	-0.7	4	-2.2	64	1.7
CCS(=O)(=O)N1CCC(C(=O)Oc2ccccc2OC)CC1	12	9	12	3.5	0	5	-2.5	-9	0.0	29	3.1
COc1ccccc1/C=C(/C(=O)OCC(=O)N(C)Cc1ccccc1)c1ccccc1	5	1	-2	1.9	-10	-19	0.3	-2	1.0	17	4.1
O=C(O)c1ccccc1-c1ccccc1C(=O)Nc1ccc(F)cc1	26	3	20	1.9	1	-2	-4.3	-5	-1.1	3	5.3
NC(=O)Cn1c(=O)n(C2CCCCC2)c(=O)c2c3c(sc21)CCCCC3	7	-1	-50	1.0	-2	1	10	-4	-2.6	-11	3.6
COC(=O)c1ccccc1NC(=O)CCS(=O)(=O)c1cc2c(cc1C)NC(=O)CO2	8	2	-13	0.2	6	-34	2.2	-4	-1.8	-1	1.1
CCOc1ccc(C2C(C#N)=C(N)Oc3n[nH]c(C)c32)cc1OC(=O)C1CC1 (centres undefined)	-9	-2	19	-0.3	7	3	-3.2	-7	-0.5	.	2.5
COc1ccc(NC(=O)[C@@H]2CC=C[C@@H]3CCN(C4CCCCC4)C(=O)[C@@H]32)cc1	-4	-2	11	1.3	4	-35	-1.8	-10	1.5	10	1.1
O=C(NCc1ccc(OC(F)(F)F)cc1)C1CC(c2c(Cl)cccc2Cl)=NO1 (centres undefined)	12	9	-26	3.2	-3	-14	4.5	-7	-0.5	31	1.8
CCOC(=O)C1=C(O)CCn2c1nc1ccccc12	-10	0	13	0.4	0	-19	-2.5	-1	-1.7	19	.
O=[N+]([O-])c1ccc(Nc2ccccc2)c2nonc12	47	-7	24	2.4	7	21	-4.3	2	-0.2	-13	-0.2
CCOC(=O)C1CCN(C(=O)CCNC(=O)c2cc(OC)c(OC)c(OC)c2)CC1	72	-4	-26	3.5	4	-29	4.7	3	1.9	-1	-0.5
COC(=O)c1ccc(/C=N/N2CCN(Cc3ccccc3)CC2)cc1	3	4	-19	4.1	-3	-4	4.1	-4	1.8	30	1.5
O=C(N/N=C/c1cc2c(cc1Cl)OCO2)c1ccccn1	5	-5	-7	1.8	-8	19	1.2	-4	1.7	-4	3.3
CNC(=O)Nc1cc(NC(=O)NC)cc(C(F)(F)F)c1	586*	-2	6	2.5	0	-5	-1.2	7	0.1	-6	1.3
Cc1ccc(C(=O)OCC(=O)NC2CCCCC2)o1	-16	6	-16	-1.5	-4	-4	2.8	6	0.1	0	-0.9
COc1ccc(Cn2c(C)nnc2-c2cnn(C)c2N)cc1OC	1	-6	6	-2.6	2	11	-1.2	-6	-1.7	6	0.6
Cc1ccc2c(c1)NC(=O)CC(c1ccccc1)=N2	10	-3	19	-2.6	-5	4	-3.2	-10	-0.9	-10	0.5
Cc1ccc(NC(=O)N2CCCC2C(=O)NCCC2=CCCCC2)cc1 (centres undefined)	-17	6	9	-2.3	-4	-5	-1.9	9	0.8	.	3.4
Cc1cccc(C)c1NC(=O)CNC(=O)c1cn(-c2ccccc2)nc1-c1ccccc1	31	2	6	-1.8	3	23	-1.9	-8	-3.2	31	0.6
COc1cc(NS(=O)(=O)c2ccc(NC(=S)NC(=O)C(C)(C)C)cc2)nc(OC)n1	-6	0	3	-0.1	11	-29	-0.6	5	-2.0	.	1.9
COc1ccccc1N1CCN(C/C(O)=C(\C#N)c2nc(-c3ccccc3)cs2)CC1	222	-2	19	1.1	-10	-16	-3.3	4	-2.7	6	-0.2
COCC(C)n1c(-c2ccc3c(c2)NC(=O)CO3)csc1=Nc1ccc(OC(F)F)cc1 (centres undefined)	532*	0&10	-6&-3	-3.0	-17&-7	-9&5	1.2&0.7	-7&-2	-0.5	14&-5	3.6&0.9
Cn1cnnc1SCCOc1ccc(Cl)cc1	5	-1	15	-0.2	1	-1	-3.1	4	-0.9	.	-0.8
NNC(=O)c1ccc(-c2cccc([N+](=O)[O-])c2)o1	-10	-3	8	0.6	6	3	-1.5	5	-1.4	10	3.1
CCOc1ccc(S(=O)(=O)N2CCCC(C(=O)Nc3cc(C)cc(C)c3)C2)cc1 (centres undefined)	2	-2	0	0.8	-9	18	-0.1	-5	-3.5	26	0.0
COc1cccc(C(=O)N(Cc2cc3cc(C)ccc3[nH]c2=O)CC2CCCO2)c1 (centres undefined)	0	-1	14	1.0	-2	-2	-2.7	-2	-0.1	.	3.9
COc1ccc(NC(=O)CN(C)C(=O)C23CC4CC(CC(C4)C2)C3)cc1	-5	-3	8	1.5	-18	7	-1.5	1	0.5	3	1.3
Cc1noc(C)c1C(=O)Nc1ccc2ccccc2c1	4	-7	15	0.1	-3	10	-2.9	3	3.8	-8	2.3
NC(=NC(=O)c1ccccc1)N1N=CCC1c1ccccc1 (centres undefined)	-8	1	0	2.4	3	-4	0.0	-2	-1.8	30	2.4
NC(=O)c1cc2ccccc2o/c1=N\NC(=O)c1ccc(F)cc1	5	-2	2	0.6	-18	-14	-0.5	-7	2.9	20	-1.0
CCCNC(=O)c1ccc(CN2CCOCC2)cc1	10	-6	8	0.5	4	10	-1.6	-1	-0.1	11	2.5
CC1=NOC(=O)/C1=C\c1ccc2c(c1)OCO2	152	-9	-7	2.5	-11	-3	1.2	-7	-3.5	31	0.0
COc1ccc(-c2csc(NC(=O)c3cc(-c4cccs4)nc4ccccc34)n2)c(OC)c1	-5	-10	10	3.4	-9	8	-2.0	-7	-2.4	-26	1.1
CCc1noc(C)c1C(=O)N1CCN(S(=O)(=O)c2ccc(Cl)cc2)CC1	8	-6	11	-0.1	-2	7	-2.7	0	-2.1	8	2.7
O=C(CN1C(=O)c2ccccc2S1(=O)=O)c1ccc(O)c(O)c1	-24	-2	4	-0.1	-13	-48	-0.8	9	-0.2	6	-3.5
CCC(C)c1ccccc1N1CC(C(=O)N(C)CC(=O)Nc2cccc(F)c2)CC1=O (centres undefined)	-9	-8	6	0.9	5	22	-1.2	3	-0.1	.	2.9
CCOc1cc(C(=O)N/N=C\c2cn(CC)nc2C)cc(OCC)c1OCC	-15	0	7	2.7	10	-4	-1.4	-8	0.3	.	2.9
Cc1ccc(C(=O)N/C(=C\c2cccs2)C(=O)NCCCn2ccnc2)cc1C	-8	5	14	-1.8	0	8	-2.6	6	0.4	-7	2.5
Cn1c(=O)c2[nH]c(=O)cnc2n(C)c1=S	0	-5	8	3.0	-11	-15	-1.7	0	0.6	-6	3.4
CC(=O)C1=C(C)NC(SCC(=O)c2ccc(Cl)c(Cl)c2)=C(C#N)C1c1ccco1 (centres undefined)	8	0	-17	1.0	-11	-14	3.0	10	-0.3	-6	2.0
Cc1cc(C(=O)NNC(=O)COc2c(C)cc(Br)cc2C)n[nH]1	-12	-7	4	3.3	1	0	-0.7	3	2.3	-7	2.3
CC(=O)N1CCN(c2ccc(NC(=O)COc3ccc(Cl)cc3Cl)cc2)CC1	-4	2	3	3.9	-3	-29	-0.5	0	2.4	58	3.2
CC(=O)Nc1nc2c(F)cccc2s1	4	3	0	2.2	-6	-30	0.0	0	1.6	10	1.7
Cc1cc(NC(=O)c2ccccc2F)n(-c2nc3ccccc3[nH]2)n1	1	-7	-6	-0.6	-1	-30	0.9	12	1.2	-11	1.0
Cc1c(C)[n+](=O)c2c(n1[O-])CCC2	-12	3	7	0.2	8	-16	-1.2	-14	-0.1	-12	0.5
COc1ccccc1NC(=S)N(CCc1nc2cc(C)c(C)cc2[nH]1)Cc1cccnc1	85	5	4	3.7	-6	15	-0.7	-5	0.6	8	2.6
Cc1ccc(S(=O)(=O)N2CCN(C(=O)N3CCOCC3)C2c2ccc(N(C)C)cc2)cc1 (centres undefined)	-3	10	8	3.6	8	-15	-1.7	-1	-1.1	.	0.9
COc1ccccc1N1C(=O)CSC1=S	-8	0	22	0.7	-1	4	-4.8	-1	-0.7	7	0.8
Cc1ccc(CNc2cnn(C34CC5CC(CC(C5)C3)C4)c(=O)c2Cl)cc1	178	4	-13	0.1	-4	-19	2.0	-3	0.4	-14	1.3
CCN(CC)CCCNC(=O)c1ccc(C)c(NC(=O)C2=C(C)OCCS2)c1	4	1	-8	-0.1	-2	2	1.7	-1	-0.7	-15	0.9
CS(=O)(=O)N1CCC(Oc2cccc(C(=O)NCCCC3CCCC3)c2)CC1	-11	0	2	-1.7	9	4	-0.5	7	-0.2	15	.
COc1ccccc1-c1noc(-c2cccnc2)n1	-12	-2	-27	1.5	8	-58	4.9	-5	-0.4	-2	1.6
Brc1cnc2nc(SC/C=C/c3ccccc3)[nH]c2c1	11	-8	9	-0.6	-5	2	-1.8	3	2.0	-8	3.9
Nc1cc2c(cc1C(=O)c1ccc(Cl)cc1)OCCO2	22	-5	8	3.6	6	-1	-1.5	1	-1.6	-2	3.4
Cc1cccn2cc(CCNC(=O)Cc3cccs3)nc12	-13	6	18	1.4	1	-1	-3.3	-3	0.7	-2	0.3
Cc1ccc(C(=O)NC(Cc2c[nH]c3ccccc23)C(=O)O)o1 (centres undefined)	+	0	10	2.5	-8	17	-2.3	-3	1.4	9	0.0
CCOC(=O)c1ccc(N2C(=O)CC(Sc3nnc(C)s3)C2=O)cc1 (centres undefined)	37	-4	-4	-1.6	-7	-23	0.8	0	-1.7	-31	2.5
